P. falciparum M1AAP – malaria alanyl aminopeptidase activity blockers – biochemical, fluorogenic H-Leu-NHMec substrate, 1536-well (AID 1445) | recombinant M1AAP, H-Leu-NHMec fluorogenic kinetic assay; higher % means a stronger effect | one-dose inhibition, % at 30 µM; IC50 in µM for titrated hits | hit rate 0.42% among 220,000;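 active = primary inhibition above the hit cutoff, then over 50% inhibition at one or more dose response concentrations, cut at about 23% in these data, passing the limit was not always enough; inconclusive = conflicting primary data, or primary hits not chosen for dose response; inactive = low primary inhibition, or under 50% at every dose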;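 note: plate controls were DMSO full reaction for no effect and no enzyme background for full effect; strong numbers were not always called active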
T cell HTS – T cell immune modulation candidate; 2C CD8+ T cell-vesicle binding, flow cytometry; active compounds read low; calls only at 7 µM; hit rate 0.068% among 330,000; AID 2052;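 active = response, share of CD8 T cells binding vesicles, and their 90th percentile fluorescence all below set limits, cut at about 80% in these data, passing the limit was not always enough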
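Assay system – 2C mouse CD8+ T cells · Also added – QL9-loaded Drosophila micro-vesicles · Timing – Cell–vesicle co-incubation 1.5 h at 37 °C, staining 20 min on ice · Signal – flow cytometry of vesicle-bound cells · Measure – percent CD8+ FL2 mean versus row control · Controls – Peptide-free naked vesicles (low) and QL9 vesicles with 0.7% DMSO vehicle (high)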
RSV antiviral HEp-2 – inhibition of RSV-induced cytopathic effect – HEp-2 cells, primary 10 µM value included (AID 2391); hit rate 0.13% among 310,000; HEp-2 cells, RSV-induced CPE inhibition; higher % means a stronger effect; one-dose CPE inhibition, % at 10 µM; IC50 in µM for titrated hits; in the data active = a potency from the dose series; inconclusive = CPE inhibition mostly from about 23% at the one dose, without a potency; inactive = the rest, 99 in 100 with CPE inhibition below about 21%; note: strong numbers were not always called active
K1F lysis inhibition – protection from phage-mediated lysis, alamar blue read-out – E. coli UTI89, K1F phage, bacterial capsule biogenesis inhibitors (AID 488966). E. coli UTI89 K1F phage lysis, alamar blue, 2 h; higher % means a stronger effect. inhibition, % at 100 µM; hits with a dose series show IC50 in µM. hit rate 0.02% among 340,000;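 active = phage lysis inhibition, versus mean bacterial control, above a set limit; inconclusive = no clear call, values can overlap the other calls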;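 note: capsule biogenesis inhibitors block K1F phage lysis so surviving cells raise fluorescence; higher fluorescence means more inhibition of phage lysis; actives were called in the ten point dose series up to 300 µM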
West Nile virus CPE – inhibition of WNV-induced cytopathic effect – cell-based, CPE readout (AID 1621); West Nile virus-infected cells, CPE inhibition; higher % means a stronger effect; CPE inhibition, % at 10 µM, or IC50 in µM where a hit was titrated; hit rate 0.02% among 290,000; in the data active = a potency from the dose series; inconclusive = CPE inhibition mostly from about 3.7% at the one dose, without a potency; inactive = the rest, 99 in 100 with CPE inhibition below about 2.2%; note: strong numbers were not always called active
human PMI inhibitors – human PMI inhibitors, high substrate, primary screen, biochemical, fluorescence intensity, high mannose 6-phosphate (AID 1220) | recombinant PMI enzyme, coupled fluorescence intensity; higher % means a stronger effect | inhibition, % at 20 µM; hits with a dose series show IC50 in µM | hit rate 0.66% among 190,000
human PMI inhibition – MPI enzyme activity inhibition – biochemical, fluorescence intensity, coupled assay, primary screen (AID 1209); purified PMI enzyme, coupled fluorescence intensity; higher % means a stronger effect; inhibition, % at 20 µM, or IC50 in µM where a hit was titrated; hit rate 0.42% among 190,000;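 note: plate controls were DMSO vehicle for no effect and wells lacking substrate for full effect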
M17LAP inhibition – P. falciparum M17LAP inhibitors, primary screen, biochemical, fluorogenic H-Leu-NHMec substrate, 1536-well (AID 1619); one-dose inhibition, % at 30 µM; IC50 in µM for titrated hits; recombinant M17LAP, H-Leu-NHMec fluorogenic kinetic assay; higher % means a stronger effect; hit rate 0.38% among 220,000;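 active = compound inhibiting the enzyme by more than half at any dose during confirmatory dose-response retesting; inconclusive = strong single-dose inhibitors picked by rank but not retested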;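 note: plate controls were full reaction with DMSO carrier for no effect and no enzyme background for full effect; strong numbers were not always called active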
TNAP activation fold – human TNAP enzyme activators, primary screen, biochemical, luminescent, no phosphate acceptor, uHTS (AID 1001); activation fold at 20 µM, or EC50 in µM where a hit was titrated; purified TNAP, luminescent activation assay, no phosphate acceptor; higher activation fold means a stronger effect; hit rate 0.03% among 200,000; in the data active = activation fold from about 3, or a potency from the dose series; inactive = the rest, 99 in 100 with activation fold below about 1.6; note: many of its hits are not listed in these tables
T cell HTS vesicle-bound % – further read-out of T cell HTS, marked with its call; double positive events, %; measured here: CD8+ vesicle-bound cell fraction;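 binding gate set so that unloaded-vesicle control wells show 10% double positive cells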
Numbers without * were called inactive; i = inactive; ? = inconclusive; nt = no result given; & = joins results of further samples; [ ] = dose if it differs, or a comment. Cut-off read from the data, not from the text of the source, unless noted: active = inhibition above about 50%; inactive = the rest. Outcome played no part in choosing rows. Share with any hit: about 1.5%.

Order of values: P. falciparum M1AAP	T cell HTS	T cell HTS vesicle-bound %	RSV antiviral HEp-2	K1F lysis inhibition	West Nile virus CPE	human PMI inhibitors	human PMI inhibition	M17LAP inhibition	TNAP activation fold
COc1cc(C=Nc2cccc(C)c2)c(O)c([N+](=O)[O-])c1
    13.1%	i	49.3	3.7%	-2.8%	0.0%	34.0%	-1.5%	32.5%	0.8
COCc1cc(C)nc(SCC(=O)Nc2ccc(C)c(C)c2)c1C#N
    4.3%	i	31.9	1.1%	3.2%	-0.6%	5.6%	6.3%	29.0%	1.1
Cc1ccc(O)c(NC(=O)c2noc3c2CCc2ccccc2-3)c1
    7.6%	i	44.7	4.0%	3.8%	-0.4%	13.0%	6.8%	6.3%	1
O=C1NC2c3ccccc3C(=O)N2c2c1cnn2-c1ccccc1 (stereo not drawn)
    2.9%	i	32.0	5.0%	0.4%	0.6%	-1.1%	-4.9%	7.1%	1.1
Cc1ccc(O)c(C(=O)c2cc(C#N)c(=O)n(Cc3ccccc3)c2)c1
    6.9%	i	53.2	1.9%	-0.8%	-1.5%	-0.5%	-3.8%	10.5%	1.1
CCOc1ccc(OCc2ccc(C(=O)N(CC)CC)cc2)cc1
    ?	i	52.5	4.0%	0.4%	-1.6%	-2.4%	-2.8%	-3.4%	1
Cc1cc(Cl)ccc1OCC(=O)N1C(C)CCCC1C (stereo not drawn)
    -3.2%	i	23.4	1.6%	14.8%	-1.0%	-0.9%	0.6%	-1.4%	1
CCCC(=O)NC(c1ccc(C(C)C)cc1)c1ccc2cccnc2c1O (stereo not drawn)
    nt	i	46.4	1.7%	0.1%	?	nt	nt	nt	nt
CC(=O)C1=C(O)C(=O)N(c2ccccn2)C1c1ccc(Cl)cc1 (stereo not drawn)
    nt	i	64.1	0.6%	-0.8%	-0.4%	nt	nt	nt	nt
CNc1cccc2c1C(=O)c1ccccc1C2=O
    23.0%	i	55.7	2.2%	2.9%[50 µM]	-1.0%	24.4%	27.9%	-0.6%	0.9
CC(C)(C)NC(=O)Cn1ccc(=N)c2ccccc21
    5.5%	i	11.9	nt	0.1%	0.6%	-6.0%	-0.7%	4.2%	1.1
CC(C)C(=O)c1ccc(O)c(O)c1
    8.6%	i	13.9	-1.4%	0.9%	-0.3%	nt	nt	25.4%	nt
CCCCn1c(SCC(=O)Nc2cccc(OC)c2)nc2ccc(N3CCOCC3)cc2c1=O
    4.4%	i	5.0	8.4%	0.0%	0.9%	-33.1%	-2.8%	20.9%	1.1
CCOCCCNC(=O)C(NC(=O)CNC(=O)c1ccccc1)c1ccc(OC)cc1 (stereo not drawn)
    nt	i	30.5	1.3%	0.0%	-0.6%	nt	nt	nt	nt
O=C(CN(C(=O)CCC(=O)Nc1nccs1)c1ccc(F)cc1)NCCc1ccccc1
    nt	i	41.7	0.6%	-0.3%	0.5%	nt	nt	nt	nt
O=C(NCc1ccncc1)C(=O)N/N=C/c1cccnc1
    -5.3%	i	41.8	-0.9%	0.9%	-0.4%	9.3%	9.0%	8.8%	1.1
Cc1cc(=O)[nH]c(-c2ccccc2OC(F)(F)F)n1
    -3.0%	i	38.1	0.2%	0.0%	0.0%	nt	nt	-13.0%	nt
COc1cc(C(=O)Nc2cccc(-n3cnnn3)c2)cc(OC)c1OC
    nt	i	5.7	0.8%	-0.2%	0.8%	nt	nt	nt	nt
CCC(=O)Nc1ccc(-c2nc(-c3ccccc3)n(CC(=O)N3CCCCC3)n2)cc1
    -3.9%	i	46.5	-1.4%	1.7%	1.3%	7.3%	12.5%	-1.7%	1.1
O=C(CCCSc1nc(-c2ccco2)cc(C(F)(F)F)n1)NCc1cccs1
    8.6%	i	58.4	10.0%	0.2%	-0.1%	-5.0%	9.5%	12.6%	1.1

Next part; it opens with the six that closed the last part.
Order of values: P. falciparum M1AAP	T cell HTS	T cell HTS vesicle-bound %	RSV antiviral HEp-2	K1F lysis inhibition	West Nile virus CPE	human PMI inhibitors	human PMI inhibition	M17LAP inhibition	TNAP activation fold
O=C(CN(C(=O)CCC(=O)Nc1nccs1)c1ccc(F)cc1)NCCc1ccccc1
    nt	i	41.7	0.6%	-0.3%	0.5%	nt	nt	nt	nt
O=C(NCc1ccncc1)C(=O)N/N=C/c1cccnc1
    -5.3%	i	41.8	-0.9%	0.9%	-0.4%	9.3%	9.0%	8.8%	1.1
Cc1cc(=O)[nH]c(-c2ccccc2OC(F)(F)F)n1
    -3.0%	i	38.1	0.2%	0.0%	0.0%	nt	nt	-13.0%	nt
COc1cc(C(=O)Nc2cccc(-n3cnnn3)c2)cc(OC)c1OC
    nt	i	5.7	0.8%	-0.2%	0.8%	nt	nt	nt	nt
CCC(=O)Nc1ccc(-c2nc(-c3ccccc3)n(CC(=O)N3CCCCC3)n2)cc1
    -3.9%	i	46.5	-1.4%	1.7%	1.3%	7.3%	12.5%	-1.7%	1.1
O=C(CCCSc1nc(-c2ccco2)cc(C(F)(F)F)n1)NCc1cccs1
    8.6%	i	58.4	10.0%	0.2%	-0.1%	-5.0%	9.5%	12.6%	1.1
CCC(CC)C(=O)Nc1nnc(SCC(=O)N2CCN(c3ccccc3OC)CC2)s1
    2.9%	i	29.3	0.3%	1.0%	0.3%	1.3%	-6.3%	23.6%	1.1
COc1ccccc1NC(=O)Nc1ccc(Br)cn1
    1.6%	i	38.6	3.4%	0.6%	0.1%	-2.9%	-2.1%	0.8%	1.1
CCn1c(CNc2ccc(F)cc2)nnc1SCC(=O)Nc1ccc(OC)cc1OC
    -1.0%	i	33.5	-0.6%	1.1%	-0.3%	17.4%	15.8%	15.8%	1.1
COc1ccccc1Oc1ccc2c(c1)C(=O)N(CC1CCCO1)C2=O (stereo not drawn)
    5.0%	i	30.4	nt	-0.4%	-0.2%	nt	nt	-7.2%	nt
O=C(Nc1ccc(Cl)cc1C(F)(F)F)c1ccccc1Cl
    6.8%	i	39.3	2.7%	1.8%[50 µM]	-0.1%	9.2%	14.1%	-10.6%	1.1
CC(C)CN(CC(C)C)C1=N/C(=C\c2ccco2)C(=O)N1c1ccccc1
    9.8%	i	30.3	0.2%	-0.3%	-0.2%	-24.4%	-14.6%	-1.6%	1
O=C(CNC(=O)C1CCCCC1)NC1=NCCS1
    0.6%	i	18.8	-1.3%	3.3%	-0.2%	11.4%	6.8%	2.5%	1
Cc1ccc(CSCCNC(=O)CN2C(=O)c3ccccc3S2(=O)=O)cc1
    -4.5%	i	17.5	1.6%	5.1%	-0.7%	-10.2%	-1.5%	46.9%	1
COc1ccccc1Cn1c(=O)c2ccccc2n2c(SCc3csc(C)n3)nnc12
    4.2%	i	52.4	4.3%	4.0%	0.0%	-3.8%	-1.1%	5.9%	1.1
Cc1cc(CNC(=O)COc2ccc(C)c(C)c2)c2ccccc2n1
    10.9%	i	49.9	10.7%	0.5%	-1.0%	-15.2%	-11.7%	3.6%	1.1
Cc1ncsc1CCOC(=O)c1cccc([N+](=O)[O-])c1
    17.5%	i	9.7&33.2	2.2%&1.5%	3.5%&0.0%	0.7%	-31.0%	-3.9%	-3.3%	1
Cc1cccc(OCC(=O)Nc2ccc(N3CCN(S(C)(=O)=O)CC3)cc2)c1C
    2.3%	i	39.5	2.2%	0.2%	?	7.5%	10.3%	-4.5%	1
O=C1c2ccccc2NC(c2ccccn2)N1c1ccccc1F (stereo not drawn)
    14.6%	i	57.4	20.1%	0.1%	0.3%	-1.1%	-5.0%	-147.9%	1.1
Nc1cc(S(=O)(=O)Nc2ccccc2Cl)ccc1N1CCCC1
    2.2%	i	46.0	16.6%	0.3%	-0.5%	nt	nt	14.0%	nt
CCCn1cc(CN2CCC(Cc3ccccc3)(C(=O)OCC)CC2)c(C)n1
    -1.1%	i	60.9	-1.8%	0.3%	-0.9%	3.3%	5.2%	-4.2%	1
CCOC(=O)N1CCN(S(=O)(=O)c2ccc(OCC(=O)OC)c(C)c2)CC1
    5.6%	i	9.6	0.4%	0.6%	-0.2%	12.2%	14.3%	-0.4%	1.1
COCc1cccc(C(=O)NC(c2ccccc2)c2ccccc2)c1
    nt	i	21.4	0.9%	0.2%	-0.9%	nt	nt	nt	nt
O=C(NCc1cccnc1)c1cccc(S(=O)(=O)N2CCCC2)c1
    nt	i	20.5	-0.3%	0.1%	0.0%	nt	nt	nt	nt
O=C(CSc1ccc(Cl)cc1)NC1=NN(c2ccccc2)C(=O)C1
    nt	i	33.7	0.4%	0.3%	-0.1%	nt	nt	nt	nt
Cc1cc(SCC(=O)NCC2CCCO2)nc2ccccc12 (stereo not drawn)
    nt	i	27.7	3.6%	-0.1%	1.1%	nt	nt	nt	nt
CN(C)CCCN(C(=O)c1ccc2c(c1)OCCO2)c1nc2cc3c(cc2s1)OCO3
    nt	i	50.0	1.1%	1.1%[50 µM]	-0.1%	nt	nt	nt	nt
O=C(O)CCC(NS(=O)(=O)c1ccc(-c2ccccc2)cc1)C(=O)O (stereo not drawn)
    -0.1%	i	4.7	-0.4%	0.4%	-0.3%	-2.9%	2.2%	21.2%	1
COc1ccc(NC(=O)CSc2nc(C)cc(C)n2)cc1
    -6.2%	i	25.7	0.3%	0.7%	-0.2%	-3.6%	0.3%	44.0%	1.1
Cc1c(Cl)c(C(=O)NNC(=S)NCc2ccco2)nn1C
    10.7%	i	22.9	0.4%	-0.1%	0.6%	2.5%	3.4%	-13.6%	2.7
OCCN1CCN(C(c2cccs2)c2ccc3cccnc3c2O)CC1 (stereo not drawn)
    1.1%	nt	nt	nt	nt	-0.4%	nt	50.8%*	27.3%	1
Cc1[nH]c(C)c(S(=O)(=O)NCc2ccc(Cl)cc2)c1C(=O)N1CCCC1
    nt	i	1.6	3.3%	0.1%	-0.9%	nt	nt	nt	nt
Cc1ccc(-c2nnn(CC(=O)N3CCCCC3)n2)cc1
    nt	i	52.0	-0.1%	-0.6%	-0.7%	nt	nt	nt	nt
CCOc1ccc(Oc2c(/C=N/NC(C)=O)c(C)nn2-c2ccccc2)cc1
    2.5%	i	42.5	-0.2%	0.4%	-0.7%	13.5%	10.2%	-7.6%	1

Compound activity as filed in PubChem.
